From PubChem BioAssay
HEK293 tox: cytotoxicity counter-screen for GLP-1 receptor inverse agonists; HEK293 cAMP-luciferase reporter cells, luminescence, 24 h; Potency, µM (titrated, usually from 38.3 µM), for the others: at the highest dose activity change, negative = inhibition, usual class: inhibitors; 0.13% of 410,000 active;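 note: loss of luciferase light is scored as toxicity; potency is the fitted concentration of half-maximal effect; % is set by controls: 0 for no effect and ±100 for the full control effect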
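1536-well qHTS counterscreen of the MLSMR; 200 cells/uL, 12 h pre-incubation, 23 nL cpd, 24 h at 37 deg C 5% CO2, luciferase detection reagent, 12 min RT, luminescence. Inhibition = undesired.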
Abeta rescue: restores growth of yeast expressing A-beta42 peptide; Potency, µM (doses to about 46.1 µM), for the others: at the highest dose growth rescue, actives largely listed as activators; yeast expressing A-beta42, growth rescue, OD600, 48 h; response scale: 0% DMSO, 100% iron-clioquinol control; 0.063% of 410,000 active; note: potency is the fitted concentration of half-maximal effect; nearly all actives have a fitted effect of over 55% in size
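Growth rescue measured by 600 nm absorbance after 48 h yeast culture at 30 C with compound. Values normalized between DMSO and an equimolar ferric chloride plus clioquinol control.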
Akt phos inh: blocks phosphorylation of Akt. Neuro2A IGF-stimulated pAkt S473 HTRF, 20 min; hits give low values. activity change, % for hits at 50 µM. 0.32% of 360,000 active; in the data active = activity change below about -80%; inconclusive = mostly about -51% to -80%; note: % is set by controls: 0 for no effect and ±100 for the full control effect
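Neuro2A cells in DMEM with 0.5% FBS, overnight at 37 deg C, given compound at single 50 µM final, then IGF (6 nM final) for 20 min at 37 deg C. Lysed; phospho-Akt Ser473 by HTRF after 24 h, 665/615 ratio.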
TDP43 rescue: inhibitors of TDP-43 toxicity in yeast | TDP-43 expressing yeast growth rescue, BacTiter-Glo, 24 h | Potency, µM (top dose mostly 46.1 µM), inactives show at the top dose growth rescue (activation), hits mostly activators | AID 652104 | 1.8% of 410,000 active; note: potency is the fitted concentration of half-maximal effect; % of control where 0% means no effect; nearly all actives have a fitted effect of over 50% in size
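Yeast cells expressing TDP-43 under galactose induction are exposed to compounds for 24 hr at 30 deg C. BacTiter-Glo luminescence measures growth, so protective compounds score as activators.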
PTHR1 ag: agonists of human PTHR1 parathyroid hormone receptor; Q03431; HEK293 GP2 PTHR1 cells, GloSensor cAMP luminescence, 1 h; Potency, µM (doses to about 115 µM), for the others: at the highest dose activation, usual class: activators; 0.075% of 410,000 active; AID 743266; note: potency is the fitted concentration of half-maximal effect; nearly all actives have a fitted effect of over 55% in size; some results filed as inactive show a strong effect at the top dose; inactives centre near -15; many of its hits are not listed in these tables
Target sequence (Q03431 whole entry, looked up): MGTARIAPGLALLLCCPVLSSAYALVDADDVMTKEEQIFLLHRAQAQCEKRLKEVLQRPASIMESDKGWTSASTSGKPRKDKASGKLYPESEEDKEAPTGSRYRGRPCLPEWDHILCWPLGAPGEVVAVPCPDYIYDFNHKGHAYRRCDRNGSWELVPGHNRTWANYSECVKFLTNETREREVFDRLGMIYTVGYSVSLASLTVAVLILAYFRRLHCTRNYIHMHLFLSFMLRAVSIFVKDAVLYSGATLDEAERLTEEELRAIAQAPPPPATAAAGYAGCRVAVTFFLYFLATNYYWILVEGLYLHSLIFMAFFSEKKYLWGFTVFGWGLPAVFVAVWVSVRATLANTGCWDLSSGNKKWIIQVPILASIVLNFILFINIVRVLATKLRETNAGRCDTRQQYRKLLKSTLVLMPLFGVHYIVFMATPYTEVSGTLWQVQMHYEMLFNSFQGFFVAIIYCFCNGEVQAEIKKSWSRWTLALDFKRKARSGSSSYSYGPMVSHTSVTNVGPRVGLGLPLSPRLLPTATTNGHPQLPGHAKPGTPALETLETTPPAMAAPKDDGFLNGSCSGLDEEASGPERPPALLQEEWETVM
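HEK-293-derived GP2 cells expressing PTHR1 and a GloSensor cAMP reporter, 3,000/well, plated overnight, given luciferin plus IBMX (each 0.5 mM as added) for 1 h at 37 °C, then compound for 1 h at 37 °C. Luminescence was read after 15 min at room temperature.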
GLP-1R inv ag: inverse agonists of human GLP-1 receptor. Potency, µM (titrated, usually from 38.3 µM), inactives show at the top dose activity change, negative = inhibition, usual class: inhibitors. 1.6% of 410,000 active. HEK293 GLP-1R CRE-luciferase, luminescence, 24 h; GLP-1R form is constitutively active. P43220; note: potency is the fitted concentration of half-maximal effect; % is set by controls: 0 for no effect and ±100 for the full control effect; nearly all actives have a fitted effect of over 55% in size
Target sequence (P43220 whole entry, looked up): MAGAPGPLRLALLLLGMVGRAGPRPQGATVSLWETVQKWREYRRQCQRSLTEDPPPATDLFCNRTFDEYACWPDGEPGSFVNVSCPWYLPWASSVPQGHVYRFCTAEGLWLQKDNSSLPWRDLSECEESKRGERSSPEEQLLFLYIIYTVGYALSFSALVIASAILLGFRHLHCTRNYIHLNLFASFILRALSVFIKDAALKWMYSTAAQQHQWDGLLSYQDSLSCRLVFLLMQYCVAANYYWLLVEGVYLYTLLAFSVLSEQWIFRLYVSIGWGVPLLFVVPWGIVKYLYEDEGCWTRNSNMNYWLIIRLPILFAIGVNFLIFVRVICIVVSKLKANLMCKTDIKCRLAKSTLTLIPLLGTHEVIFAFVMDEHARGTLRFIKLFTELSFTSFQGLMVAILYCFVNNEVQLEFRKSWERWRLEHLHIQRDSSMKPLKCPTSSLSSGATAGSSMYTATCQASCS
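Stable HEK293 clone (constitutively active GLP-1R + cAMP-response luciferase); 200 cells/uL plated, 12 h pre-culture, compound 24 hr, 37 deg C/5% CO2; detection reagent 12 min RT; luminescence.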
aSyn yeast inh: rescues yeast growth from alpha-synuclein toxicity | Yeast expressing alpha-synuclein, growth rescue, BacTiter-Glo, 24 h | Potency, µM (doses to about 46.1 µM), for the others: top-dose growth rescue (activation), actives largely listed as activators | 0.14% of 370,000 active; note: potency is the fitted concentration of half-maximal effect; % of control where 0% means no effect; nearly all actives have a fitted effect of over 65% in size
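Rescue of yeast growth: cells expressing toxic alpha-synuclein, induced in galactose at OD600 0.02, incubated with compound 24 h at 30 C. ATP luminescence quantified growth; inhibitors of toxicity appear as activators.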
MmCpn inh: blocks the Methanococcus maripaludis chaperonin Mm-Cpn | purified Mm-Cpn ATPase, ADP Transcreener TR-FRET | Potency, µM (titrated, usually from 76.9 µM), for the others: at the highest dose activity, negative = inhibition, hits mostly inhibitors | 0.031% of 330,000 active | AID 504842; note: potency is the fitted concentration of half-maximal effect; % is set by controls: 0 for no effect and ±100 for the full control effect; nearly all actives have a fitted effect of over 80% in size
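ATPase read-out: TR-FRET ADP immunoassay (anti-ADP Eu cryptate vs ADP-d2), ex 320 nm, em 590/665 nm; signal drops as ADP forms. Enzyme 25 nM, ATP 10 uM, 30 min at 37°C after 10 min compound preincubation.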
FUS suppressor: suppressors of FUS proteinopathy in yeast; S. cerevisiae FUS-expressing, growth rescue, OD600, 24 h; Potency, µM (series often up to 76.6 µM), for inactives: top-dose growth rescue (activation), hits mostly activators; 0.24% of 390,000 active; AID 1347120;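 note: potency is the fitted concentration of half-maximal effect; plate controls were DMSO vehicle for no effect and reference control for full effect; nearly all actives have a fitted effect of over 55% in size; some results filed as inactive show a strong effect at the top dose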
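FUS-expressing yeast, raffinose-pregrown, induced in 2% galactose minimal medium at OD 0.005; compounds in a dilution series, 24hr at 30C. Growth restoration read as absorbance at 600 nm. CP55940 positive control, DMSO negative.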
Active calls of the source: *; i = inactive; ? = inconclusive; nt = not tested or not shown; [ ] = dose if it differs, or a comment. Unless noted, calls come from the whole dose curve; as a rule, active = well fitted curve in the direction sought with a large enough effect; inconclusive = small, poorly fitted or top-dose-only effect, or another doubt; inactive = no such curve, though single readings can be large; an effect the other way counts as inactive or inconclusive. A portion of the library, so the mix of outcomes need not match the whole.

[1] CC(C)c1ccc(NS(=O)(=O)c2ccc3c(c2)oc(=O)n3C)cc1
[2] COc1ccc(C(=O)C(C)C(C)=O)c(OCc2ccccc2)c1OC (stereo not given)
[3] Cc1ccc(OCC(=O)N2CC(C)CC(C)C2)c([N+](=O)[O-])n1 (stereo not given)
[4] OCC1(Cc2ccccc2)CCCN(Cc2cnn(-c3ccccc3)c2)C1 (stereo not given)
[5] COc1ccc(C(=O)CSc2cc(C)[nH]c(=O)n2)cc1
[6] COc1ccc(CN(C)C(=O)CNC(=O)c2cccs2)c(OC)c1
screen / no.	1	2	3	4	5	6
HEK293 tox	0%	-5%	-13%	-20%	6%	3%
Abeta rescue	-14%	-5%	-4%	4%	7%	-6%
Akt phos inh	i	i	i	i	i	i
TDP43 rescue	-2%	?	-8%	-12%	14%	23%
PTHR1 ag	-16%	i	-14%	i	-2%	i
GLP-1R inv ag	?	4%	-18%	?	22%	4%
aSyn yeast inh	13%	12%	5%	10%	9%	2%
MmCpn inh	0%	nt	1%	-1%	-5%	0%
FUS suppressor	-32%	nt	2%	12%	-13%	-14%

[7] CCCc1ccc(-c2cc(NC(=O)CSc3nnc(N)s3)n(-c3ccccc3)n2)cc1
[8] O=C(C1=C[C@H](c2ccc(Br)cc2)C[C@H](OCc2ccc(CO)cc2)O1)N1CCN(Cc2ccc3c(c2)OCO3)CC1
[9] CCCCCCCCCCSc1n[nH]c(NC(C)=O)n1
[10] CCOC(=O)[C@]12CCCC=C1N(CCC1=CCCCC1)C(=O)[C@H](CC(=O)NCc1cccs1)C2
[11] COCCCNC(=O)c1c(F)c(F)c(F)c(F)c1F
[12] COc1ccccc1NS(=O)(=O)c1cc(C(=O)NCCCN2CCCC2=O)ccc1C
screen / no.	7	8	9	10	11	12
HEK293 tox	?	-11%	-4%	1%	-9%	-5%
Abeta rescue	0%	-6%	10%	-3%	8%	-1%
Akt phos inh	i	i	nt	i	i	i
TDP43 rescue	-11%[0.397 µM]	9%	-16%	?	2%	23%
PTHR1 ag	-4%	i	i	-22%	-2%[57.5 µM]	i
GLP-1R inv ag	?	?	5%	?	13%	6%
aSyn yeast inh	5%	-17%	-5%	4%	-12%	0%
MmCpn inh	3%	nt	0%	nt	2%	nt
FUS suppressor	?	41%	6%	?	-11%	nt

[13] Cc1nc(Nc2ccccc2)sc1C(=O)c1ccccc1
[14] C/C(CCc1ccccc1)=N\NC(=O)c1ccccc1[N+](=O)[O-]
[15] CC1CN(S(=O)(=O)c2ccc(C(=O)Nc3nnc(-c4ccccn4)o3)cc2)CC(C)O1 (stereo not given)
[16] Cc1cc(Nc2ccccc2O)c2ccccc2n1
[17] O=C1c2ccccc2C(=O)N1C1C=CC=CC=C1
[18] C[C@@H]1CN([C@@H](C)CO)C(=O)c2cc(/C=C/c3ccccc3)cnc2O[C@@H]1CN(C)S(=O)(=O)c1ccc(F)cc1
screen / no.	13	14	15	16	17	18
HEK293 tox	-1%	-3%	-5%	-25%	0%	-16%
Abeta rescue	10%	3%	20%	1%	-4%	1%
Akt phos inh	i	i	i	i	i	i
TDP43 rescue	-15%[1.82 µM]	15%	-5%[0.397 µM]	0%	25µM*	3%
PTHR1 ag	i	i	-7%	i	i	-19%
GLP-1R inv ag	?	4%	2%	1%	3%	12%
aSyn yeast inh	-7%	-2%	-11%	1%	?	0%
MmCpn inh	-4%	1%	3%	3%	nt	nt
FUS suppressor	19%	nt	9%	15%	-22%	1%

[19] CCOC(=O)CNC(=O)CSc1nnc(-c2ccncc2)n1-c1ccc(Cl)cc1
[20] CCN1CCCC1CNC(=O)c1cc2c(OC)c(OC)c(OC)cc2[nH]1 (stereo not given)
[21] O=C(O)c1ccc(/C=N/NC(=O)c2cc3c(ccc4ccccc43)o2)cc1
[22] CC(=O)C1=C(O)C(=O)N(c2nnn(C)n2)C1c1cccs1 (stereo not given)
[23] O=C(/C=C/c1cccc(Cl)c1)OCc1cn2cc(Cl)ccc2n1
[24] COc1ccc(CCNC(=O)C2=COCCO2)cc1
screen / no.	19	20	21	22	23	24
HEK293 tox	3%	16%	3%	3%	-8%	0%
Abeta rescue	1%	5%	6%	-11%	10%	31%
Akt phos inh	nt	i	i	i	i	i
TDP43 rescue	-8%	6%	12%	8%	4%	5%
PTHR1 ag	i	i	-67%[inhibitor]	-2%	i	-17%[57.5 µM]
GLP-1R inv ag	1%	-17%	9%	15%	6%	1%
aSyn yeast inh	nt	3%	-1%	-1%	0%	0%
MmCpn inh	-3%	-3%	-3%	-5%	-3%	2%
FUS suppressor	-27%	10%	18%	-12%	-12%	-20%

[25] COc1cccc(N2CCN(C(=O)Nc3ccc4c(c3)NC(=O)CO4)CC2)c1
[26] O=C(Cn1c(=S)[nH]c2ccccc2c1=O)N1CCc2ccccc2C1
[27] Cc1cc(C)cc(OCc2nnc(N)s2)c1
[28] COc1ccc(-c2cc(N3CCN(CCO)CC3)n3nccc3n2)cc1
[29] CC(=O)c1ccc(NC(=O)CN2C(=O)COc3ccc(S(=O)(=O)N4CCCC4)cc32)cc1
[30] O=C1CN(C(=O)N[C@@H](Cc2ccccc2)C(=O)N[C@@H](C(=O)O)c2ccccc2)c2ccccc2N1
screen / no.	25	26	27	28	29	30
HEK293 tox	-8%	5%	-8%	3%	-2%	1%
Abeta rescue	1%	-9%	-6%	-10%	10%	10%
Akt phos inh	i	i	i	i	i	i
TDP43 rescue	0%	-3%[9.22 µM]	-29%	22%	7%	6%
PTHR1 ag	-2%[57.5 µM]	i	i	i	-5%	-7%
GLP-1R inv ag	-19%	-8%	-2%	5%	-17%	-1%
aSyn yeast inh	3%	0%	-2%	-6%	-8%	0%
MmCpn inh	-1%	1%	1%	nt	-4%	2%
FUS suppressor	7%	-3%	18%	-15%	13%	5%

In the list so far, 4 contain an NH in an aromatic ring.
[5] COc1ccc(C(=O)CSc2cc(C)[nH]c(=O)n2)cc1
[9] CCCCCCCCCCSc1n[nH]c(NC(C)=O)n1
[20] CCN1CCCC1CNC(=O)c1cc2c(OC)c(OC)c(OC)cc2[nH]1 (stereo not given)
[26] O=C(Cn1c(=S)[nH]c2ccccc2c1=O)N1CCc2ccccc2C1
screen / no.	5	9	20	26
HEK293 tox	6%	-4%	16%	5%
Abeta rescue	7%	10%	5%	-9%
Akt phos inh	i	nt	i	i
TDP43 rescue	14%	-16%	6%	-3%[9.22 µM]
PTHR1 ag	-2%	i	i	i
GLP-1R inv ag	22%	5%	-17%	-8%
aSyn yeast inh	9%	-5%	3%	0%
MmCpn inh	-5%	0%	-3%	1%
FUS suppressor	-13%	6%	10%	-3%

(more compounds)
[31] CCCCn1nnnc1SCC(=O)N1CCCC1
[32] COc1ccc(NC(=O)COC(=O)C2CC(=O)N(CCc3ccc(OC)c(OC)c3)C2)cc1Cl (stereo not given)
[33] CC(C)(C)N(Cc1ccccc1)C(=O)COC(=O)C1CCN(c2ccc(C(F)(F)F)cn2)CC1
[34] Cc1sc2ncnc(N/N=C/c3ccc(O)cc3)c2c1C
[35] COc1ccc(N(C(=O)c2ccc(C)cc2)S(=O)(=O)c2cccs2)cc1
[36] Cc1cccc(CC(=O)Nc2sc(C(C)C)cc2C(=O)N2CCOCC2)c1
screen / no.	31	32	33	34	35	36
HEK293 tox	3%	15%	-10%	20%	-26%	-3%
Abeta rescue	8%	-4%	28%	-9%	-32%[inhibitor]	10%
Akt phos inh	i	i	i	i	i	i
TDP43 rescue	4%	5%	16%	22%	-42%[inhibitor]	16%
PTHR1 ag	i	?	-30%[inhibitor]	-37%[inhibitor]	-9%	-8%
GLP-1R inv ag	9%	18%	?	?	?	?
aSyn yeast inh	0%	1%	-8%	-11%	-30%	0%
MmCpn inh	?	1%	-1%	0%	-3%	-6%
FUS suppressor	-6%	2%	27%	nt	nt	29%

[37] CC(=O)N(CCCc1ccc(C(C)(C)C)cc1)CCCN(C)C
[38] Cc1ccc(Cl)cc1N(C)C(=O)c1cc2c(Cl)nc3ccccc3c2s1
[39] CC1CCC(C(C)C)C(OC(=O)COC(=O)c2ccc(=O)[nH]c2)C1 (stereo not given)
[40] CCCOc1ccc(C(=O)NNC(=O)CCNC(=O)c2ccco2)cc1OC
[41] O=C(NCCCO)c1ccc2[nH]c3ccccc3c2c1
[42] Cc1cccc(C(=O)OCC(=O)N2CCCCCC2)c1C
[43] CCOc1ccccc1NC(=O)c1c(NC(=O)Cc2ccccc2)sc2c1CCCC2
[44] CN1C(=O)NC(c2ccccc2)C2=C1CN(c1ccc3ccccc3c1)C2=O (stereo not given)
screen / no.	37	38	39	40	41	42	43	44
HEK293 tox	3%	1%	-22%	-1%	-11%	-1%	-17%	1%
Abeta rescue	17%	11%	-6%	-2%	-8%	-17%	16%	-3%
Akt phos inh	i	nt	i	i	nt	i	nt	i
TDP43 rescue	-15%	-9%	18%	-5%	-8%	-33%[inhibitor]	5%	-1%
PTHR1 ag	i	?	i	-21%	i	-11%	-4%	-72%[inhibitor][57.5 µM]
GLP-1R inv ag	?	17%	?	-1%	-4%	?	6%	11%
aSyn yeast inh	6%	nt	2%	-8%	-4%	-4%	nt	-8%
MmCpn inh	-1%	nt	-4%	3%	2%	-1%	nt	1%
FUS suppressor	-6%	-4%	37%	12%	-11%	5%	16%	7%
